# POLB inh: inhibitors of human DNA polymerase beta. P06746. Pol beta primer extension/strand displacement, fluorescence kinetic. Potency, µM (doses to about 114 µM), inactives show at the top dose activity change, negative = inhibition, hits mostly inhibitors. actives 1.3% (n = 340,000). AID 485314; further: potency means the concentration at half of the fitted maximal effect; on the % scale 0 is the no-effect control and ±100 the full control effect
#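 Preincubation: enzyme (10 nM) with compound, 15 min, RT. Reaction: substrate added to 50 nM final. Reads: 0 and 10 min. Analysis: normalized, Hill fit.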
# POLI inh: DNA polymerase iota (human) inhibition; Q9UNA4; Pol iota fluorescent replication assay, 10 min; actives 1% (n = 390,000); Potency, µM (doses to about 115 µM), inactives show at the highest dose activity, negative = inhibition, actives largely listed as inhibitors; AID 588590; further: potency means the concentration at half of the fitted maximal effect
#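 Pol iota at 10 nM preincubated 15 min with compounds at room temperature; reaction started with fluorescent substrate, 50 nM final. Fluorescence read kinetically at 0 and 10 min; buffer-only wells as negative control.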
# Pol kappa inh: blocks human DNA polymerase kappa activity. Potency, µM (highest dose often 107 µM), for inactives: top-dose activity, negative = inhibition, actives largely listed as inhibitors. actives 0.53% (n = 400,000). purified Pol kappa, fluorescent DNA synthesis assay, 10 min; further: potency means the concentration at half of the fitted maximal effect; on the % scale 0 is the no-effect control and ±100 the full control effect
#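 50 nM final substrate added after 15 min RT preincubation of 10 nM Pol kappa with compound; fluorescence read at 0 and 10 min.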
# BLM helicase inh: blocks DNA unwinding by human BLM helicase; P54132; Potency, µM (titrated, usually from 56.1 µM), inactives show top-dose activity change, negative = inhibition, hits mostly inhibitors; AID 2528; actives 0.2% (n = 350,000); recombinant BLM DNA unwinding, fluorescence dequenching;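 further: potency means the concentration at half of the fitted maximal effect; plate controls were vehicle for no effect and no enzyme for full effect; nearly all actives have a fitted effect of over 35% in size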
# Glioma ERSR ind: induces the endoplasmic reticulum stress response in human glioma cells; U87-MG GRP78 promoter luciferase reporter, 16 h; Potency, µM, for the others: at the highest dose activation, usual class: activators; actives 0.02% (n = 420,000); further: potency means the concentration at half of the fitted maximal effect; series mostly up to about 76 µM; % of control where 0% means no effect; nearly all actives have a fitted effect of over 35% in size
#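 Stably transfected U87-MG human glioma cells carrying a GRP78-based luminescent sensor were seeded at 1000 cells/well, pin-dosed with compounds and incubated 16 h. Luciferase reagent was then added, and end-point luminescence was read after 10 min at room temperature.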
# Pol eta inh: blocks human DNA polymerase eta activity; Potency, µM (series often up to 114 µM), inactives show at the top dose activity change, negative = inhibition, usual class: inhibitors; recombinant Pol eta, fluorescent DNA replication assay; actives 1.2% (n = 390,000); Q9Y253; further: potency means the concentration at half of the fitted maximal effect; on the % scale 0 is the no-effect control and ±100 the full control effect
#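 Pol eta at 10 nM preincubated with compounds 15 min at room temperature; reaction started with fluorescent substrate (50 nM final) and read kinetically at 0 and 10 min.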
# APEX1 inh: inhibitors of human APE1 endonuclease; P27695; recombinant APE1, TAMRA/BHQ-2 abasic DNA cleavage fluorescence; Potency, µM (titrated, usually from 65.8 µM), inactives show at the top dose activity change, negative = inhibition, usual class: inhibitors; actives 0.35% (n = 350,000); AID 2517;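 further: potency means the concentration at half of the fitted maximal effect; plate controls were vehicle for no effect and reference inhibitor for full effect; nearly all actives have a fitted effect of over 55% in size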
#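 APE1 at 0.75 nM final was preincubated with compound 15 min at room temperature, then 50 nM double-stranded THF abasic-site substrate (5'-TAMRA/3'-BHQ-2) was added. Fluorescence (ex 525/em 598 nm) was read kinetically; third-minus-first read gave activity.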
# Apoferritin bind: binds horse apoferritin like a general anesthetic. P02791. apoferritin/1-aminoanthracene competitive binding, fluorescence. Potency, µM (series often up to 77.5 µM), for the others: at the highest dose activity change, negative = displacement, actives largely listed as inhibitors. actives 0.074% (n = 350,000); further: potency means the concentration at half of the fitted maximal effect; on the % scale 0 is the no-effect control and ±100 the full control effect; nearly all actives have a fitted effect of over 20% in size
#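 In PBS, apoferritin at 10 uM is loaded with 1-AMA from a 50% saturated solution. After 10 min of compound exposure at ambient temperature, reduced 535 nm fluorescence indicates probe displacement.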
# LDHA block: blocks human lactate dehydrogenase A; P00338; purified LDHA, NADH/diaphorase-resazurin fluorescence; stronger effect = lower value; activity change, % (values are at about 110 or 230 µM); actives 0.15% (n = 480,000); AID 1347041; in the data active means activity change below about -30%; inconclusive means mostly about -25% to -30%;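 further: plate controls were DMSO wells for no effect and wells without enzyme for full effect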
#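 Human LDH5 at 2 nM final in Tris HCl pH 7.4 with 0.06 mM NADH and 0.2 mM pyruvate, reacted 5 minutes at room temperature. Remaining NADH coupled via diaphorase/resazurin; resorufin fluorescence read at 0 and 20 minutes, normalized to enzyme-free and DMSO wells.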
# The depositor's hits bear a star; ? = inconclusive; / = no result given; [ ] = remark or other dose. Unless noted, the call rests on the fitted dose curve; in most records, active means well fitted curve in the direction sought with a large enough effect; inconclusive means small, poorly fitted or top-dose-only effect, or another doubt; inactive means no such curve, though single readings can be large; an effect the other way counts as inactive or inconclusive. A portion of the library (hit frequency here may not be typical).
(1) Cc1c(-c2ccccc2)[nH]n2c(=O)c3c(nc12)CCCC3
(2) O=S(=O)(c1ccc(F)cc1)N1CCC(N2CCCC2)CC1
(3) COC(=O)C1(C)CCC(C(=O)Nc2ccccc2)C1(C)C (stereo unspecified)
(4) O=C(N/N=C/c1cc(Cl)cc([N+](=O)[O-])c1O)C(O)(c1ccccc1)c1ccccc1
(5) Cc1cccc(NC(=O)c2n[nH]c([N+](=O)[O-])c2Br)c1C
(6) COc1ccc(Oc2ncnc3c2oc2ccc(Br)cc23)cc1
(7) Cc1nnc2ccc(-c3cccc(NS(=O)(=O)c4cc(F)ccc4F)c3)nn12
(8) Cc1nc2c(c(C)nn2-c2ccccc2)c(C)c1Cl

compound no.,1,2,3,4,5,6,7,8
LDHA block,-4,?,-1,-6,-12,-4,-6,-3
Glioma ERSR ind,9%,-2%,-3%,-3%,-11%,1%,-3%,-4%
Pol eta inh,-11%,-4%,-7%,-3%,-23%,-1%,2%,-18%
BLM helicase inh,2%,1%,/,-7%,1%,0%,/,0%
APEX1 inh,-6%,11%,/,-23%,0%,2%,50%[activator],-2%
POLI inh,25%,?,150%[activator],8%,13%,?,28%,-11%
Apoferritin bind,-7%,8%,/,-22%,-9%,-7%,/,-9%
Pol kappa inh,-5%,-8%,-6%,-2%,0%,1%,-8%,17%
POLB inh,3%,-23%,/,-29%,1%,2%,/,-13%

# Entries of single compounds as entered above. Order of values: LDHA block, Glioma ERSR ind, Pol eta inh, BLM helicase inh, APEX1 inh, POLI inh, Apoferritin bind, Pol kappa inh, POLB inh
# Results for Cc1c(-c2ccccc2)[nH]n2c(=O)c3c(nc12)CCCC3 : -4, 9%, -11%, 2%, -6%, 25%, -7%, -5%, 3%
# Results for COC(=O)C1(C)CCC(C(=O)Nc2ccccc2)C1(C)C (stereo unspecified) : -1, -3%, -7%, /, /, 150%[activator], /, -6%, /
# Results for Cc1cccc(NC(=O)c2n[nH]c([N+](=O)[O-])c2Br)c1C : -12, -11%, -23%, 1%, 0%, 13%, -9%, 0%, 1%
# Results for O=C(N/N=C/c1cc(Cl)cc([N+](=O)[O-])c1O)C(O)(c1ccccc1)c1ccccc1 : -6, -3%, -3%, -7%, -23%, 8%, -22%, -2%, -29%
# Results for Cc1nnc2ccc(-c3cccc(NS(=O)(=O)c4cc(F)ccc4F)c3)nn12 : -6, -3%, 2%, /, 50%[activator], 28%, /, -8%, /

# (more compounds)
(9) COC(=O)c1ccc(OCC(O)CN(CCO)CCO)cc1 (stereo unspecified)
(10) O=C(Nc1ccc([N+](=O)[O-])cc1)c1cc(Cl)sc1Cl
(11) Cc1c(C(=O)NCc2ccc3c(c2)OCO3)oc2ccc(S(=O)(=O)N3CCCC3)cc12
(12) CCCCOc1ccccc1NC(=O)c1ccc(=O)[nH]c1
(13) Cc1cc(C)nc(N2CCC(C(=O)Nc3ccc(Oc4ccccc4)cc3)CC2)n1
(14) CC(C)C/C=C1\CCc2c([nH]c3ccccc23)C1=O
(15) COc1ccccc1-c1cc(NCc2cccnc2)ncn1
(16) O=[N+]([O-])c1ccc(N2CCCC2)cc1N1CCCC1

compound no.,9,10,11,12,13,14,15,16
LDHA block,-4,-10,-4,-4,-5,2,/,4
Glioma ERSR ind,-6%,-3%,-4%,-4%,-2%,5%,-1%,-5%
Pol eta inh,-17%,1%,-12%,-10%,-8%,-10%,/,2%
BLM helicase inh,-1%,-3%,-9%,-7%,1%,-4%,1%,-3%
APEX1 inh,2%,3%,-5%,3%,-9%,2%,0%,10%
POLI inh,-17%,-17%,5%,27%,19%,40%[activator],/,17%
Apoferritin bind,-10%,-16%,-6%,2%,4%,-17%,-12%,?
Pol kappa inh,-7%,-3%,0%,-11%,-5%,-16%,-5%[60.1 µM],-16%
POLB inh,48%,?,9%,-15%,-2%,?,/,-5%

# Part of the list above, reduced to Apoferritin bind and POLI inh.
cpd	canonical_smiles	Apoferritin bind	POLI inh
16	O=[N+]([O-])c1ccc(N2CCCC2)cc1N1CCCC1	?	17%
11	Cc1c(C(=O)NCc2ccc3c(c2)OCO3)oc2ccc(S(=O)(=O)N3CCCC3)cc12	-6%	5%

# (list continues)
(17) O=C1/C(=C/c2cccc(F)c2)Oc2cc(O)ccc21
(18) COc1ccc(C2CC(c3ccc(OC)c(OC)c3)=NN2C(=O)c2ccccc2)cc1 (stereo unspecified)
(19) O=S(=O)(c1ccc(F)cc1)N1CCCC1
(20) Cc1nn(-c2ccccc2)c(Cl)c1C(=O)NCc1ccccc1F
(21) O=C(CSc1cccc[n+]1[O-])c1cccs1
(22) CCC(Cc1ccccc1)NC(=O)CN(C)S(=O)(=O)c1ccc2c(c1)c(=O)n(C)c(=O)n2C (stereo unspecified)
(23) Cc1ccc(OCC(=O)NCCCNC(=O)c2ccncc2)cc1
(24) CC1(CCc2ccccc2)NC(=O)N(CC(=O)Nc2ccccc2C#N)C1=O (stereo unspecified)

compound no.,17,18,19,20,21,22,23,24
LDHA block,-1,-3,-4,-2,0,-1,-5,2
Glioma ERSR ind,1%,-1%,-3%,-1%,0%,-3%,-1%,1%
Pol eta inh,-4%,-9%,13%,-4%,-4%,-3%,-11%,-9%
BLM helicase inh,-4%,-9%,-8%,-3%,-2%,-4%,-4%,/
APEX1 inh,-8%,-1%,53%[activator],8%[12.4 µM],-9%,-3%,55%[activator],-1%
POLI inh,31%,?,109%[activator],38%[activator],21%,27%,38%[activator],24%
Apoferritin bind,352%[activator],4%,-3%,-9%,-7%,-14%,2%,/
Pol kappa inh,-16%,-12%,-8%,-13%,-2%,9%,-8%,-5%
POLB inh,31%,28%,8%,?,7%,14%,4%,/

(25) CCOC(=O)NC(=O)c1cn(Nc2ncc(Cl)cc2C(F)(F)F)c(=O)[nH]c1=O
(26) O=C(/C=C/c1ccccc1)N1CCN(S(=O)(=O)c2ccc(F)cc2)CC1
(27) Cc1occc1C(=O)N/N=C/c1cccc2ccccc12
(28) S=c1nccc(-c2cc(Cl)sc2Cl)[nH]1
(29) COc1ccc(S(=O)(=O)N2CCN(CCc3ccccc3)CC2)c(OC)c1
(30) CCO[C@H]1OC(C(=O)N2CCN(Cc3ccc4c(c3)OCO4)CC2)=C[C@@H](C(C)(C)C)[C@@H]1CCCO
(31) Cc1noc2ncnc(Oc3ccc4ccccc4c3)c12
(32) O=C(Nc1cccc(Cl)c1)C1CCCN(c2cnccn2)C1 (stereo unspecified)

compound no.,25,26,27,28,29,30,31,32
LDHA block,-8,-2,-6,-5,0,1,-6,-3
Glioma ERSR ind,-4%,-4%,-1%,-3%,-2%,-3%,-1%,5%
Pol eta inh,-19%,-24%,-26%,-21%,-9%,-13%,-11%,-20%
BLM helicase inh,-8%,-1%,-4%,4%,-1%,-2%,2%,-4%
APEX1 inh,3%,12%,16%,2%,-1%,4%,-5%,27%
POLI inh,161%[activator],110%[activator],124%[activator],8%,14%,29%,14%,17%
Apoferritin bind,-7%,-16%,-17%,-6%,-17%,-15%,?,-9%
Pol kappa inh,-1%,-14%,-3%,-5%,-14%,13%,-11%,14%
POLB inh,1%,-1%,32%,12%,2%,23%,21%,1%

(33) FC(F)(F)c1cccc(-c2ccn3ncnc3n2)c1
(34) CCCCS(=O)(=O)CC(O)CSc1nc(-c2ccc(C)cc2)cc(-c2ccccc2)c1C#N (stereo unspecified)
(35) COCCOC(=O)C1=C(C)Nc2cc(=O)[nH]c(=O)n2C1c1cccc([N+](=O)[O-])c1 (stereo unspecified)
(36) CCCNc1nc2c(c(=O)n(C)c(=O)n2C)n1Cc1ccc(F)cc1
(37) Cc1ccc(Cl)cc1NC(=O)c1sc2nc(-c3ccccc3)cn2c1C
(38) COc1ccc(-c2nnc(Nc3nc4c(OC)cccc4s3)o2)c(OC)c1
(39) CCn1c(SCC(=O)NCc2ccccc2)nc2nc3c(cc2c1=O)CCCC3
(40) COc1ccc(CN2C(=O)CS/C2=N/N=C/c2cccs2)cc1

compound no.,33,34,35,36,37,38,39,40
LDHA block,-3,-9,-4,-3,2,0,-7,-2
Glioma ERSR ind,-6%,-2%,0%,-3%,0%,0%,-3%,6%
Pol eta inh,-19%,-6%,-11%,-20%,-18%,?,-7%,-5%
BLM helicase inh,-2%,-10%,-1%,-4%,-2%,-9%,-2%,-9%
APEX1 inh,0%,/,-1%,1%,/,?,-5%,1%
POLI inh,131%[activator],14%,6%,25%,28%,?,80%[activator],?
Apoferritin bind,-8%,-15%,1%,6%,1%,19%,-5%,2%
Pol kappa inh,-19%,5%,-1%,-3%,-3%[60.1 µM],-16%,-19%,-5%
POLB inh,20%,?,24%,-16%,-23%,-21%,21%,-6%

(41) CCNC(=S)Nc1cc(OCC)c(NC(=O)c2cccs2)cc1OCC
(42) Cc1ccc(NC(=O)Nc2csc3c2CCCC3)c(C)c1
(43) O=C(NCCN1CCOCC1)c1sc2ccccc2c1Cl
(44) O=C(CSc1nnc(NC(=O)C2CCC2)s1)NC1CC1
(45) CN1/C(=N\O)c2cccc3cccc1c23
(46) O=C(c1cccc(Cl)c1)N1CCC2CC1c1cc(-c3ccc(F)cc3)ccc12 (stereo unspecified)
(47) O=C(NCc1ccccc1)c1onc(CSc2ccc(Cl)cc2)c1C(=O)NCc1ccccc1
(48) ClC(Br)=C(n1cnc2ccccc21)n1cnc2ccccc21
(49) OCCN1CCN(C(=S)Nc2ccc(Oc3ccccc3)cc2)CC1

compound no.,41,42,43,44,45,46,47,48,49
LDHA block,-5,1,-10,-1,15,-1,-4,-2,-2
Glioma ERSR ind,-3%,-1%,7%,-1%,-6%,-4%,-7%,-1%,-3%
Pol eta inh,-11%,-4%,-24%,-5%,?,-13%,-16%,-10%,-3%
BLM helicase inh,-13%,-3%,0%,2%,-3%,/,-8%,-7%,-2%
APEX1 inh,1%,/,3%,3%,24%,/,-1%,-1%,1%
POLI inh,0%,23%,84%[activator],-4%,16%,7%,2%,20%,5%
Apoferritin bind,10%,5%,-9%,0%,187%[activator],/,-2%,1%,-10%
Pol kappa inh,0%,6%,-6%,6%,-9%,-5%,-2%,-6%,-5%
POLB inh,32%,21%,-3%,0%,22%,/,-1%,-1%,0%
